High-throughput results deposited in PubChem BioAssay by The Scripps Research Institute Molecular Screening Center.
LYPLA1 counter: LYPLA1 inhibitors, primary screen, counter-screen for PME1 inhibitor project, biochemical, fluorescence polarization, FP-Rh probe ABPP | Acyl-protein thioesterase 1 (Homo sapiens), O75608 | recombinant LYPLA1 | inhibition, % at 5.9 µM | actives 0.16% (n = 320,000);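 active means inhibition above the mean of all tested compounds plus 3 SD, set per campaign, cut at about 14% in these data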;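 further: inhibitors block serine hydrolase probe labeling of LYPLA1 so polarization falls; 0% = enzyme with DMSO and 100% = wells lacking LYPLA1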
Target sequence (O75608 whole entry, looked up): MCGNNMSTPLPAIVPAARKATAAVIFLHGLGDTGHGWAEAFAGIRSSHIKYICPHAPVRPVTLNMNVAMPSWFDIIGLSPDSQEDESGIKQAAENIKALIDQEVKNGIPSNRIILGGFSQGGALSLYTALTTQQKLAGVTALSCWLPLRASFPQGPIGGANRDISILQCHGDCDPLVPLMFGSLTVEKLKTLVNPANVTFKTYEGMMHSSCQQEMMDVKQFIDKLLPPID
pPAFAH inh: pPAFAH enzyme inhibitors, primary screen, biochemical, fluorescence polarization, human. AID 463082, 2010. Platelet-activating factor acetylhydrolase (Homo sapiens), Q13093. recombinant pPAFAH, FP-rhodamine probe fluorescence polarization. inhibition, % at 3.39 µM. actives 1.5% (n = 330,000);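 active means inhibition above the mean inhibition across the screen plus 3 SD, cut at about 25% in these data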;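 further: inhibitors block binding of the rhodamine activity-based probe so polarization drops; 0% = enzyme with DMSO and 100% = wells lacking pPAFAH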
PAFAH1B3 FP inh: PAFAH1B3 enzyme inhibitors, primary screen, biochemical, fluorescence polarization, human | Platelet-activating factor acetylhydrolase IB subunit alpha1 (Homo sapiens), Q15102 | recombinant PAFAH1B3, FP-rhodamine probe | inhibition, % at 3.39 µM | actives 0.28% (n = 340,000) | AID 492972, 2010;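 active means inhibition above the screen-wide average of all tested compounds plus 3 SD, cut at about 25% in these data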;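 further: 0% = enzyme with DMSO only and 100% = wells lacking PAFAH1B3 protein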
PAFAH2 inh: PAFAH2 enzyme inhibitors, primary screen, biochemical, fluorescence polarization, human | actives 0.99% (n = 340,000) | Platelet-activating factor acetylhydrolase 2, cytoplasmic (Homo sapiens), Q99487 | inhibition, % at 3.39 µM | recombinant PAFAH2, FP-rhodamine activity probe | AID 492956, 2010;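 active means inhibition above the mean over all tested compounds plus 3 SD, cut at about 30% in these data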;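 further: inhibitors block probe labeling of enzyme so polarization drops; 0% = enzyme with DMSO and 100% = wells lacking PAFAH2 protein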
LYPLA2 inh: LYPLA2 inhibitors, primary screen, counter-screen for PME1 inhibitor project, biochemical, fluorescence polarization, FP-Rh probe ABPP; recombinant LYPLA2; inhibition, % at 5.9 µM; actives 0.38% (n = 320,000);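 active means inhibition above the screen-wide mean plus 3 SD, limit set per campaign, cut at about 26% in these data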;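 further: 0% = LYPLA2 with DMSO and 100% = wells lacking LYPLA2 enzyme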
PAFAH1B2 inh: PAFAH1B2 enzyme inhibitors, primary screen, biochemical, fluorescence polarization, human; actives 1.2% (n = 340,000); Platelet-activating factor acetylhydrolase IB subunit alpha2 (Homo sapiens), P68402; inhibition, % at 3.39 µM; recombinant PAFAH1B2, FP-rhodamine activity probe;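 active means inhibition above the mean of all tested compounds plus 3 SD, cut at about 24% in these data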;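 further: 0% = enzyme with DMSO and 100% = wells lacking PAFAH1B2; many of its hits are not listed in these tables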
PAD4 inh: human PAD4 inhibitors, primary screen, biochemical, fluorescence polarization, 1536-well format | Protein-arginine deiminase type-4 (Homo sapiens), Q9UM07 | actives 0.41% (n = 330,000) | AID 485272, 2010 | recombinant PAD4, RCA probe fluorescence polarization | inhibition, % at 6.36 µM;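 active means percent inhibition above a cutoff equal to the mean of all tested compounds plus 3 SD, cut at about 15% in these data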;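 further: 0% = PAD4 with RCA probe and DMSO and 100% = probe without PAD4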
Target sequence (Q9UM07 whole entry, looked up): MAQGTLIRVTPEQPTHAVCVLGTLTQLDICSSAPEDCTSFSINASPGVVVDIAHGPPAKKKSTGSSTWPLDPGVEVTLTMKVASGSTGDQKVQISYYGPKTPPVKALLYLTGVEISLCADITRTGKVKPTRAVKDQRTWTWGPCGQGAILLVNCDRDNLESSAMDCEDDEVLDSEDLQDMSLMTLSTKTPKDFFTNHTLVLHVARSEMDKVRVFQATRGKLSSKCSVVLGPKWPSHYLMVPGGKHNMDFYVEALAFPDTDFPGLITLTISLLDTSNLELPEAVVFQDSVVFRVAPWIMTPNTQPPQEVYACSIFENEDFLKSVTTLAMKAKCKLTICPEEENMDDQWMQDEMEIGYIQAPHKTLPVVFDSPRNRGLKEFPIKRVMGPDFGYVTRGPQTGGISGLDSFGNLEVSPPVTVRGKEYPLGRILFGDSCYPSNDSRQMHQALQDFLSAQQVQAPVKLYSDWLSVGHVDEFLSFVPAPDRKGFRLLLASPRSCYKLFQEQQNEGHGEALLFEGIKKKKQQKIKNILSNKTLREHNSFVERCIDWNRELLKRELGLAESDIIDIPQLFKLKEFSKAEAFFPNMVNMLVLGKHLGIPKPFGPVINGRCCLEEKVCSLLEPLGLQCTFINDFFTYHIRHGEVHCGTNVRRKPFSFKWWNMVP
GSTO1 counter: inhibitors of recombinant GSTO1, primary screen, counter-screen for RBBP9 inhibitor project, biochemical, fluorescence polarization. inhibition, % at 5.96 µM. actives 1.1% (n = 300,000). activity-based probe fluorescence polarization. AID 1974, 2009. Glutathione S-transferase omega-1 (Homo sapiens), P78417;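 active means inhibition above the campaign mean inhibition plus 3 SD, cut at about 35% in these data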;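 further: 0% = GSTO1-1 with DMSO and 100% = wells lacking GSTO1-1 enzyme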
PME-1 inh: PME-1 inhibitors via competitive probe labeling, primary screen, biochemical, fluorescence polarization, FP-Rh probe, HTS; Protein phosphatase methylesterase 1 (Homo sapiens), Q9Y570; recombinant PME-1; inhibition, % at 5.9 µM; actives 0.53% (n = 320,000); AID 2130, 2009;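 active means inhibition above the campaign mean of all compounds plus 3 SD, cut at about 26% in these data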;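 further: competitive labeling of PME-1 active site by serine hydrolase directed probe; 0% = PME-1 with DMSO and 100% = wells lacking PME-1 enzyme; inhibitors block probe labeling so polarization falls and inhibition rises; many of its hits are not listed in these tables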
An asterisk follows results filed as active; / = not tested or not shown. The list is partial, so the mix of outcomes need not match the whole.

Order of results – LYPLA1 counter	pPAFAH inh	PAFAH1B3 FP inh	PAFAH2 inh	LYPLA2 inh	PAFAH1B2 inh	PAD4 inh	GSTO1 counter	PME-1 inh
- O=C(CSC1=NNC(c2ccccn2)S1)Nc1ccc(C(F)(F)F)cc1 (stereo not given)
    1	13	17	11	2	6	1	-42	1
- CC1(C(=O)OCC(=O)NC(=O)NCc2ccccc2)CC1(Cl)Cl (stereo not given)
    -4	-2	6	3	-1	11	-3	11	-2
- CCN(CC(=O)NCc1ccc(Cl)cc1)C(=O)CSCC(=O)Nc1ccc(C)cc1
    1	4	-4	0	-2	9	0	16	-5
- CC(C)CCN1CCN(Cc2ccoc2)CC1CCO (stereo not given)
    0	3	6	-5	-3	5	4	-2	1
- CCCCSCCCNC(=O)c1ccc2c(c1)N(CC)C(=O)c1ccccc1S2=O (stereo not given)
    -5	1	1	2	4	5	-5	5	1
- CC1CN(C(=S)Nc2ccccc2)N(c2ccccc2)C1 (stereo not given)
    -2	6	15	12	-1	6	-2	3	0
- O=C(O)c1ccc(S(=O)(=O)c2ccc3c(c2)C(=O)N(NC(=O)c2cccnc2)C3=O)cc1
    1	4	2	1	3	7	-5	19	0
- Cc1ccc(-n2cc(CN3CCNC(=O)CC3)c(-c3ccc(F)cc3)n2)cc1
    2	8	3	-1	-2	3	0	-6	24
- COc1ccc(COC(=O)c2cc(S(=O)(=O)N3CCCCC3)ccc2N2CCOCC2)cc1
    2	8	-4	6	17	5	-3	-4	9
- CCn1c(/C=C\c2ccccc2C)nc2ccccc2c1=O
    -3	2	0	-1	1	2	-7	-5	1
- O=[N+]([O-])c1ccccc1/C=C/CN1CCCC(CO)C1 (stereo not given)
    0	1	2	-1	1	9	-4	1	2
- O=C(O)c1cc(-c2cc(C(=O)O)c3ccccc3n2)nc2ccccc12
    1	6	/	/	-2	/	1	5	3
- CC(C)NC(=O)NC(=O)COC(=O)/C=C/c1ccccc1[N+](=O)[O-]
    -1	8	5	14	-3	5	4	3	6
- COc1ccc(OCC(=O)N/N=C/C(C)=C/c2ccco2)c(Br)c1
    -4	2	0	-2	-14	-7	-11	-4	-12
- CC(Sc1nc2ccccc2c(=O)n1CCc1ccc(S(N)(=O)=O)cc1)C(=O)NC(N)=O (stereo not given)
    0	1	4	-8	-5	0	2	-4	-1
- COc1ccc(C)cc1NC(=O)c1cnc2n(c1=O)CCS2
    -2	5	12	3	6	2	-3	-2	-2
- Cc1ccc(NC(=O)NCCCc2ccccc2)cc1
    -3	3	5	5	6	6	0	3	0
- CCNC(=O)NNC(=O)C1CC(c2cccs2)=NO1 (stereo not given)
    3	2	15	9	7	0	2	4	0
- Cc1ccc(Oc2ccc(Cl)cc2N)cc1
    2	4	1	1	0	1	-8	-7	0
- CC1=CC(C)(C)Nc2cc(C)c(C)cc21
    1	8	18	6	1	4	-5	0	2
- COc1cc(C(=O)NCC(c2ccco2)N(C)C)cc(OC)c1OC (stereo not given)
    -1	6	5	3	5	5	-2	-1	3
- O=S(=O)(NCC(c1ccco1)N1CCc2ccccc2C1)c1ccc(Br)cc1 (stereo not given)
    -4	6	-1	4	-4	15	-2	9	-4
- O=C(COc1ncnc2ccccc12)NC(=O)NCc1ccccc1
    -1	-4	-1	5	2	3	-2	5	2
- C=CCn1c(-c2ccccc2OCC)n[nH]c1=S
    1	0	4	1	0	-1	3	-7	6
- COc1ccc(-c2nn(-c3ccccc3)cc2/C=C\C(=O)Nc2ccc(C(=O)O)cc2)cc1
    -55	-67	/	/	-96	/	-13	-151	-99
- CN(C)C(=O)N1CCCC(C(=O)NCc2cccs2)C1 (stereo not given)
    0	1	-2	3	-4	2	7	7	5
- CC1(C)SC(=S)N(NC(=O)Nc2ccccc2)C1N(O)C(=O)Nc1ccccc1 (stereo not given)
    -2	4	0	7	-15	-1	3	-10	-11
- CC(=O)c1cccc(NC(=O)/C(=C\c2ccco2)NC(=O)c2ccco2)c1
    8	0	8	3	13	3	-5	6	-1
- O=C(NCc1ccccc1Cl)C1CCN(C(=O)c2ccco2)CC1
    1	-4	/	/	11	/	-3	-4	-1
- O=C(Cn1c(=O)oc2ccccc21)Nc1ccccc1C(F)(F)F
    -1	0	3	6	2	4	5	4	-4

Sorted by molecular weight (smallest number first): part of the list above.
Order of results – LYPLA1 counter	pPAFAH inh	PAFAH1B3 FP inh	PAFAH2 inh	LYPLA2 inh	PAFAH1B2 inh	PAD4 inh	GSTO1 counter	PME-1 inh
- C=CCn1c(-c2ccccc2OCC)n[nH]c1=S
    1	0	4	1	0	-1	3	-7	6
- O=[N+]([O-])c1ccccc1/C=C/CN1CCCC(CO)C1 (stereo not given)
    0	1	2	-1	1	9	-4	1	2
- CCn1c(/C=C\c2ccccc2C)nc2ccccc2c1=O
    -3	2	0	-1	1	2	-7	-5	1
- CC1CN(C(=S)Nc2ccccc2)N(c2ccccc2)C1 (stereo not given)
    -2	6	15	12	-1	6	-2	3	0
- COc1ccc(C)cc1NC(=O)c1cnc2n(c1=O)CCS2
    -2	5	12	3	6	2	-3	-2	-2
- O=C(COc1ncnc2ccccc12)NC(=O)NCc1ccccc1
    -1	-4	-1	5	2	3	-2	5	2
- O=C(NCc1ccccc1Cl)C1CCN(C(=O)c2ccco2)CC1
    1	-4	/	/	11	/	-3	-4	-1
- Cc1ccc(-n2cc(CN3CCNC(=O)CC3)c(-c3ccc(F)cc3)n2)cc1
    2	8	3	-1	-2	3	0	-6	24
- COc1ccc(OCC(=O)N/N=C/C(C)=C/c2ccco2)c(Br)c1
    -4	2	0	-2	-14	-7	-11	-4	-12
- COc1ccc(COC(=O)c2cc(S(=O)(=O)N3CCCCC3)ccc2N2CCOCC2)cc1
    2	8	-4	6	17	5	-3	-4	9

The list goes on.
Order of results – LYPLA1 counter	pPAFAH inh	PAFAH1B3 FP inh	PAFAH2 inh	LYPLA2 inh	PAFAH1B2 inh	PAD4 inh	GSTO1 counter	PME-1 inh
- Cc1ccc(Cl)cc1N1CCN(C(=O)C(=O)N2CCCCC2)CC1
    0	3	3	-4	0	-2	0	1	-1
- O=C(N/N=C/c1ccc2c(c1)OCO2)c1cccc2ccccc12
    -2	-3	-3	-3	-7	2	2	1	4
- O=C(c1ccc(Cn2cc(Br)cn2)o1)N1N=C(C(F)F)CC1(O)C(F)F (stereo not given)
    0	3	4	7	4	-1	-1	4	3
- CC(=O)c1ccc(OCC(=O)Nc2cccc(S(=O)(=O)N3CCCC3)c2)cc1
    0	-1	4	0	2	2	-2	/	6
- CC1=C(C(=O)Nc2ccccn2)C(c2ccc(F)cc2)n2ncnc2N1 (stereo not given)
    -2	5	6	-3	1	5	1	-7	-2
- CCC(=O)Nc1cccc(NC(=O)c2ccc(Br)cc2)c1
    -1	2	6	-5	2	-2	-5	-8	-15
- CCn1c(C)cc2c(c1=O)C(c1ccccc1)C(C(=O)OC)=C(N)O2 (stereo not given)
    2	-5	10	8	-2	8	-5	-1	-3
- Cc1ccc(S(=O)(=O)N2CCOCC2)cc1C(=O)NCCN1C(=O)S/C(=C\c2ccccc2Cl)C1=O
    -3	0	1	10	1	-2	-3	6	8
- CCCCNC(=O)CSc1nnc(-c2ccco2)n1C
    5	6	2	-7	11	0	-5	8	-3
- COc1ccc(OC)c(CNS(=O)(=O)c2cc(-c3cc(C)no3)ccc2OC)c1
    -1	4	8	-1	-1	8	3	3	5
- CCOC(=O)c1oc2cc(C)cc(C)c2c1C
    1	4	6	0	1	2	3	-1	3
- CCc1cc(=O)oc2cc(C)cc(OCC(=O)NC(Cc3ccc(Cl)cc3)C(=O)O)c12 (stereo not given)
    2	4	6	7	-1	25*	-1	-11	3
- NC(=O)NCC(=O)N1CCC(C(O)(c2ccccc2)c2ccccc2)CC1
    -1	-3	8	2	-3	2	2	-4	0
- CCc1ccccc1NC1c2ccccc2C(=O)N1c1cccnc1 (stereo not given)
    -2	-8	-4	3	-6	0	-1	8	-6
- COC(=O)c1cccc(NC(=O)CN2CCN(c3ccc(OC)cc3)CC2)c1
    2	2	8	-9	5	2	1	4	1
- CC(=O)N1CCC(C(=O)NC2CCCc3c2cnn3-c2cc(F)cc(F)c2)CC1 (stereo not given)
    0	8	4	-2	-2	0	2	4	-5
- CC(C)Oc1cc(NC(=O)CS(=O)CC(=O)N(C)C)c(Cl)cc1Cl (stereo not given)
    0	0	2	-6	-4	4	-2	11	-2
- CCc1ccc(OCCNC(=O)c2ccc(S(=O)(=O)N(C)C)cc2)cc1
    -2	11	3	-5	0	0	0	2	-1
- O=S(=O)(Cc1ncc(C(F)(F)F)cc1Cl)c1ccccc1
    -1	-4	6	2	2	-2	0	-1	6
- Cc1ccc(SCC(=O)c2c(C)nc3cc(C)ccn23)cc1
    -1	-2	1	-1	-4	6	-2	11	-3
- Cc1cccn2c(=O)c3cc(C(=O)NC4CCCC4)c(=N)n(CC4CCCO4)c3nc12 (stereo not given)
    2	3	0	1	4	2	4	4	-5
- Cc1cc(=O)c2ccc3ccccc3c2[nH]1
    -2	1	7	-7	4	1	-1	8	1
- CCN(CC(=O)Nc1c(F)cccc1F)C(=O)c1n[nH]c2ccccc12
    6	-3	7	-5	5	6	-4	0	3
- O=C1CCCc2c1cc(C(=O)Nc1ccc(Cl)cn1)c(=O)n2-c1ccccc1
    1	2	12	-4	3	-1	-4	7	-1
- Cc1ccc(CNC(=O)C2CCCC2)cc1
    -3	0	4	5	-8	7	-3	6	-1
- Cc1ccnc(N/C=C(/NC(=O)c2ccccc2)C(=O)N/N=C\c2ccc(F)cc2)n1
    -2	5	2	0	17	1	4	-2	11
- COCc1c(C(=O)Nc2ccc(Cl)cc2F)oc2ccccc12
    2	0	7	-11	4	-7	2	1	5
- COc1ccc(/C(C)=N/NC(=O)c2nnn(-c3nonc3N)c2-c2ccccc2)cc1
    -5	-1	-14	-4	1	-13	-2	-15	-8
- CC(=O)Nc1ccc(SCC(=O)Nc2ccc(Cl)cn2)cc1
    -3	-3	-2	-3	-4	1	5	7	-2
